TEAD-YAP inh = TEAD-YAP interaction inhibition; 640,000 tested, 1.4% active; inhibition, % at 9.12 µM; HEK-TIYL cells, TEAD-Gal4/YAP UAS-luciferase luminescence; in the data active = inhibition above about 32%;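 also: 0% = median of test compound wells and 100% = reference inhibitor wells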
FBW7 activator = human FBW7 E3 ligase activation, primary screen; AlphaScreen FBW7–phospho-cyclin E peptide binding, activator screen; AID 1259310; normalized activity (activation), % at 26.1 µM; 650,000 tested, 0.13% active; Q969H0; in the data active = normalized activity above about 1.9%;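 also: purified mutant Fbw7 with reduced substrate affinity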
Target sequence (Q969H0 whole entry, looked up): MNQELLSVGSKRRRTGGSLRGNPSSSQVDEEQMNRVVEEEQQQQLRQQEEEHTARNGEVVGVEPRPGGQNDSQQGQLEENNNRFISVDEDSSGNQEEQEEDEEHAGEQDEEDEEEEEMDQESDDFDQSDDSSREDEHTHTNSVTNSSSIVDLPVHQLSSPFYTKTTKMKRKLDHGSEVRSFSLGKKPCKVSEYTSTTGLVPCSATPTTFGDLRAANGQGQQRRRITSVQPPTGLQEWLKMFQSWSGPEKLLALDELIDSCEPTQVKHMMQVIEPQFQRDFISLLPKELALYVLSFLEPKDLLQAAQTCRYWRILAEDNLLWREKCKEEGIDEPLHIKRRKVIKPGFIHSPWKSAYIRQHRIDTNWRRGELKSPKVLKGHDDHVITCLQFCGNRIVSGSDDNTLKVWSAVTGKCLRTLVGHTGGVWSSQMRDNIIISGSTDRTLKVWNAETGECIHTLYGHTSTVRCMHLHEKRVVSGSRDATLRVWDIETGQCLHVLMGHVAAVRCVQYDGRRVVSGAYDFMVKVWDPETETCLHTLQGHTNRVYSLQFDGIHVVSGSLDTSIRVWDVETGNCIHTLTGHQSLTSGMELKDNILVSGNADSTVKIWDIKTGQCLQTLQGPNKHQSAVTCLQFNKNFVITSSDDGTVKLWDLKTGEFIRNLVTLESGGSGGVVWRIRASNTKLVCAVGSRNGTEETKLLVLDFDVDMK
MITF primary = human MITF inhibition, primary screen; O75030; AlphaScreen MITF homodimerization, bead proximity signal; inhibition, % at 2.6 µM; 650,000 tested, 0.91% active; in the data active = inhibition above about 50%;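 also: 0% = vehicle wells with protein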
GPR151 ag = activates the human receptor GPR151; Q8TDV0; PathHunter beta-arrestin GPR151 cells, luminescence; activation, % at 11.2 µM; 650,000 tested, 1% active; AID 1508602; in the data active = activation above about 4.9%;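 also: 0% = median of compound wells and 100% = cells with positive control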
Numbers without * were called inactive.

1. C/C(=N\NS(=O)(=O)c1ccc(C)c([N+](=O)[O-])c1)c1ccc(O)cc1
2. Cc1ccc(NC(=O)C2(c3ccccc3)CCOCC2)cc1
3. CCn1nc(C)cc1C(=O)Nc1cc(C)nn1-c1nc2ccc(F)cc2s1
4. Cc1ccc(S(=O)(=O)N2C(=O)CCC2C(=O)N2CCCC2)cc1 (centres undefined)
5. O=C(CN1CCN(S(=O)(=O)c2cccc([N+](=O)[O-])c2)CC1)Nc1ccc(F)cc1
6. CCc1ccc(C2NC(=O)c3c(sc4c3CCCC4)N2)cc1 (centres undefined)
7. O=c1[nH]c2nc(-c3cn[nH]c3)cnc2n1CC1CC1
8. CN(C)CCNC(=O)c1ccc([N+](=O)[O-])cc1
Compound	1	2	3	4	5	6	7	8
TEAD-YAP inh	1	1	1	-15	10	-21	0	-2
FBW7 activator	0.2	0.0	-0.1	0.2	0.0	-0.2	0.0	-0.1
MITF primary	1	6	14	5	1	-8	-4	-11
GPR151 ag	0.8	1.4	1.7	1.9	0.8	1.7	-0.9	-0.9

9. CCN(CC)C(=O)[C@@H]1C[C@@H](NCC2CCCCC2)CN1Cc1cccnc1
10. CCN1CCN(S(=O)(=O)CCNC(=O)C2CC(=O)N(c3ccc(F)cc3)C2)CC1 (centres undefined)
11. CCOC(=O)c1ccc(NC(=O)C(=O)NCc2cccc(OC)c2)cc1
12. CCOC(=O)C1CCN(Cc2cc(I)c(O)c(OC)c2)CC1
13. COc1cccc(C(=O)Nc2c(C(=O)Nc3ccccc3)oc3ccccc23)c1OC
14. CN(CCCNC(=O)c1ncoc1-c1ccccc1F)c1ccccc1
15. Nc1cccc(-c2nc3ncnc(NC4CC4)c3[nH]2)c1
16. COC(=O)c1cc(OC)c(OC)cc1NC(=O)c1ccc(C)cc1C
Compound	9	10	11	12	13	14	15	16
TEAD-YAP inh	10	-3	13	9	-4	-3	-17	-3
FBW7 activator	0.0	-0.2	0.1	-0.1	0.2	0.0	0.1	0.0
MITF primary	13	7	-5	48	13	14	13	2
GPR151 ag	-0.5	0.0	1.0	1.0	-1.7	0.1	-1.4	0.6

17. COc1ccnc(N2CCC(Oc3cccc(-c4cccnc4)c3)CC2)n1
18. Cc1ccnc(SCc2cc(=O)c(OC(=O)COc3ccccc3C)co2)n1
19. COCCn1c(-c2ccc(Cl)cc2)cnc1SCC(=O)Nc1cccc(OC)c1
20. O=C(CC(=O)Nc1ccc2nc3n(c(=O)c2c1)CCCCC3)NCc1cccnc1
21. CCCCNC(=O)C(CCC(=O)OCc1ccccc1)NC(C)=O (centres undefined)
22. CCN1CCc2c(OCC(=O)Nc3cccc(C)c3)cccc2C1=O
23. CCOC(=O)COc1ccc(/C=C2\C(=O)NC(=O)N(c3ccc(C)cc3)C2=O)cc1OC
24. CC(=O)c1ccc(NC(=O)CCN2C(=O)/C(=C\c3cccs3)SC2=S)cc1
Compound	17	18	19	20	21	22	23	24
TEAD-YAP inh	-11	1	15	1	-3	5	-3	-4
FBW7 activator	-0.2	-0.4	0.2	-0.3	0.0	0.1	0.3	0.0
MITF primary	1	3	27	18	14	10	0	-12
GPR151 ag	-1.8	-1.5	-0.9	-1.0	-0.8	-0.6	-0.6	0.9

25. Cc1cccc(NC(=O)CNC(=O)CSc2nnc(-c3ccc4c(c3)OCO4)o2)c1C
26. O=C(Nc1nnc(C(F)(F)F)s1)c1cc2ccccc2oc1=O
27. O=C(OCc1cc2c(cc1[N+](=O)[O-])OCO2)c1ccc(F)cc1
28. Cc1ccc(Cl)cc1N(CC(=O)NCCSCc1ccco1)S(C)(=O)=O
29. COC(=O)c1ccc(/C=N/NC(=S)NCc2ccccc2)cc1
30. Cc1ccccc1OCC(=O)NNC(=O)CCC(=O)O
31. CC1CCN(S(=O)(=O)c2ccc3c(c2)[nH]c2nc4nc(-c5ccc(Br)cc5)cn4nc23)CC1
32. Cc1cncc2cccc(N3CCN(C(=O)CN)CC3)c12
Compound	25	26	27	28	29	30	31	32
TEAD-YAP inh	-1	-5	2	4	-3	10	-3	-7
FBW7 activator	0.1	0.8	0.0	-0.1	0.1	0.0	0.0	-0.2
MITF primary	12	9	0	11	0	10	-2	12
GPR151 ag	-1.2	0.4	0.6	2.5	1.9	0.3	0.6	-0.7

33. Cc1ccc(C(c2c(O)cc(C)n(Cc3ccccn3)c2=O)N2CCN(c3ccc(F)cc3)CC2)cc1 (centres undefined)
34. CCOC(=O)c1oc2ccccc2c1CN1CCC(C(N)=O)CC1
35. CCOc1cc(/C=N/N=C2\NC(=O)C(CC(=O)O)S2)ccc1O (centres undefined)
36. O=C(Cc1ccc(NC2=NC3CS(=O)(=O)CC3S2)cc1)N1CCCCCC1 (centres undefined)
37. OC1CCN(Cc2ccc3c(c2)CN(Cc2ccco2)CCO3)CC1
38. O=c1nc2c(-c3c(F)cccc3Cl)n[nH]n2c2ccccc12
39. C=CCOc1ccc(C2NC(=S)NC(C)=C2C(=O)OC)cc1OC (centres undefined)
40. COc1cc(NS(=O)(=O)c2ccc(NC(=O)c3ccccc3Cl)cc2)nc(OC)n1
Compound	33	34	35	36	37	38	39	40
TEAD-YAP inh	-2	1	9	6	5	1	-8	3
FBW7 activator	0.0	0.0	0.0	0.2	0.0	-0.1	0.4	0.0
MITF primary	13	8	1	13	15	10	16	-4
GPR151 ag	0.9	2.3	1.9	-0.2	0.1	0.2	-1.9	0.0

41. Nc1nc(SCC(=O)Nc2nc(-c3ccccc3Cl)cs2)n[nH]1
42. CCNc1nc(NCC)n2c(SC3CCc4ccccc4C3=O)nnc2n1 (centres undefined)
43. COc1ccccc1C(=O)N/C(=C\c1ccc(Br)cc1)C(=O)NCCO
44. COCCNC(=O)[C@@H]1C[C@@H](NC2CCCCCCC2)CN1C1Cc2ccccc2C1
45. O=C(Cc1ccccc1)OC1OCCOC1OC(=O)Cc1ccccc1 (centres undefined)
46. CCN(CC)CCOc1ccc(C=O)cc1OC
47. O=[N+]([O-])c1cccc(Cl)c1NCCNS(=O)(=O)c1ccccc1
48. COC(=O)c1ccc(CC2(C)C(=O)Nc3cccc(Cl)c32)o1 (centres undefined)
Compound	41	42	43	44	45	46	47	48
TEAD-YAP inh	3	-7	5	-8	5	13	-7	13
FBW7 activator	0.0	0.3	0.0	-0.1	0.0	0.1	-0.2	0.0
MITF primary	0	13	6	-10	6	38	-2	-3
GPR151 ag	-0.9	-0.9	0.8	0.7	0.0	-0.4	2.9	0.4

49. CC1C(=O)N2CCCc3cc(S(=O)(=O)Nc4ccc(Cl)c(Cl)c4)cc1c32 (centres undefined)
50. CC(C)C(NC(=O)c1ccccc1)C(=O)OCc1ccccc1 (centres undefined)
51. Cc1noc(C(=O)NC(C)C)c1Cl
52. Cc1ccc(N2CCN(C(=O)c3sc4ncnc(N5CCN(c6ccccc6)CC5)c4c3C)CC2C)cc1 (centres undefined)
53. CCOC(=O)c1cc2c(=O)n3ccccc3nc2n(CC(C)C)c1=NC(=O)c1ccc(F)c(F)c1
54. CC(=O)c1cc(C(N)=O)c(=S)[nH]c1C
55. Cn1c(=O)c2c(nc(NC3CCCCC3)n2C)n(C)c1=O
56. O=C(CSCc1cccc(F)c1)NCc1ccccc1
Compound	49	50	51	52	53	54	55	56
TEAD-YAP inh	-4	3	0	-2	2	3	13	-51
FBW7 activator	0.8	0.1	-0.2	0.8	-0.1	0.0	0.0	0.5
MITF primary	25	15	12	5	13	-7	-3	-1
GPR151 ag	-0.5	-0.6	0.2	-1.3	-1.8	2.5	-0.4	-2.0

57. CC(=O)N1CCc2nc3c(C)cccn3c(=O)c2C1
58. Cc1nc(N)sc1-c1csc(N)n1
59. CCCCOc1ccc(-c2[nH]nc3c2C(c2cc4c(cc2Br)OCO4)C(C#N)=C(N)O3)cc1 (centres undefined)
60. Nc1ccnc(Nc2ccc3ncccc3c2)n1
61. COc1ccc(CN(Cc2cc3cc(OC)c(OC)cc3[nH]c2=O)C(C)=O)cc1
62. Cc1ccc(C)c(N2CCN(S(=O)(=O)c3c(C)nn(C)c3C)CC2)c1
63. Cc1cc(F)ccc1NC(=O)CSc1ccsc1[N+](=O)[O-]
64. Cc1cccc(-c2noc(CN3CCN(c4ccccn4)CC3)n2)c1
Compound	57	58	59	60	61	62	63	64
TEAD-YAP inh	-2	-5	6	-31	-1	-4	6	5
FBW7 activator	0.0	-0.5	0.0	0.0	-0.1	0.0	-0.3	0.4
MITF primary	7	5	0	14	13	-11	14	9
GPR151 ag	-1.2	-1.1	-0.9	-0.9	0.6	0.6	1.2	3.1

65. CCN(CC)CCNC(=O)CCCCn1c(=S)[nH]c2c([nH]c3ccc(OC)cc32)c1=O
66. COc1cccc(C2C(C#N)=C(N)Oc3cc(O)ccc32)c1 (centres undefined)
67. COc1cc(OC)cc(C(=O)NC(=S)Nc2ccccc2)c1
68. CCn1ccnc1CN(C)C(=O)CC1C(=O)NCCN1Cc1ccc(F)cc1 (centres undefined)
69. CCCOc1ccc(/C(O)=C2/C(=O)C(=O)N(CCCN3CCOCC3)C2c2ccc(Cl)cc2)cc1C (centres undefined)
70. Nc1cccc(-c2nc3ccc(C(=O)NCc4cccc(C(F)(F)F)c4)cc3s2)c1
71. O=C(c1ccc(Cn2nnc3ccccc3c2=O)cc1)N1CCc2ccccc2C1
72. CNC(=O)c1ccc(-c2cccc(O)c2)nc1N1CCOCC1
73. Cc1ccccc1NC(=O)CCC(=O)OCC(=O)c1ccc(Cl)cc1
Compound	65	66	67	68	69	70	71	72	73
TEAD-YAP inh	-2	6	-23	-7	-11	9	2	2	6
FBW7 activator	-0.2	-0.1	0.0	-0.1	-0.1	0.1	0.0	0.6	0.2
MITF primary	-2	0	3	3	3	-2	-7	15	6
GPR151 ag	1.4	-0.2	0.8	2.5	-0.7	-1.7	0.1	2.9	-0.2

By substructure, the compounds so far containing an NH in an aromatic ring
7. O=c1[nH]c2nc(-c3cn[nH]c3)cnc2n1CC1CC1
15. Nc1cccc(-c2nc3ncnc(NC4CC4)c3[nH]2)c1
31. CC1CCN(S(=O)(=O)c2ccc3c(c2)[nH]c2nc4nc(-c5ccc(Br)cc5)cn4nc23)CC1
38. O=c1nc2c(-c3c(F)cccc3Cl)n[nH]n2c2ccccc12
41. Nc1nc(SCC(=O)Nc2nc(-c3ccccc3Cl)cs2)n[nH]1
54. CC(=O)c1cc(C(N)=O)c(=S)[nH]c1C
59. CCCCOc1ccc(-c2[nH]nc3c2C(c2cc4c(cc2Br)OCO4)C(C#N)=C(N)O3)cc1 (centres undefined)
61. COc1ccc(CN(Cc2cc3cc(OC)c(OC)cc3[nH]c2=O)C(C)=O)cc1
65. CCN(CC)CCNC(=O)CCCCn1c(=S)[nH]c2c([nH]c3ccc(OC)cc32)c1=O
Compound	7	15	31	38	41	54	59	61	65
TEAD-YAP inh	0	-17	-3	1	3	3	6	-1	-2
FBW7 activator	0.0	0.1	0.0	-0.1	0.0	0.0	0.0	-0.1	-0.2
MITF primary	-4	13	-2	10	0	-7	0	13	-2
GPR151 ag	-0.9	-1.4	0.6	0.2	-0.9	2.5	-0.9	0.6	1.4
